PPARg SRC3 recr: agonists of human PPARgamma SRC-3 coactivator recruitment; biochemical PPARgamma/SRC-3 coactivator recruitment assay; activation, % at 8 µM; 200,000 compounds, 0.26% hits; AID 731; in the data active = activation above about 23%;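 also: 0% = DMSO and 100% = reference agonist; some compounds past the cut are filed as inactive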
Target sequence (P37231 whole entry, looked up): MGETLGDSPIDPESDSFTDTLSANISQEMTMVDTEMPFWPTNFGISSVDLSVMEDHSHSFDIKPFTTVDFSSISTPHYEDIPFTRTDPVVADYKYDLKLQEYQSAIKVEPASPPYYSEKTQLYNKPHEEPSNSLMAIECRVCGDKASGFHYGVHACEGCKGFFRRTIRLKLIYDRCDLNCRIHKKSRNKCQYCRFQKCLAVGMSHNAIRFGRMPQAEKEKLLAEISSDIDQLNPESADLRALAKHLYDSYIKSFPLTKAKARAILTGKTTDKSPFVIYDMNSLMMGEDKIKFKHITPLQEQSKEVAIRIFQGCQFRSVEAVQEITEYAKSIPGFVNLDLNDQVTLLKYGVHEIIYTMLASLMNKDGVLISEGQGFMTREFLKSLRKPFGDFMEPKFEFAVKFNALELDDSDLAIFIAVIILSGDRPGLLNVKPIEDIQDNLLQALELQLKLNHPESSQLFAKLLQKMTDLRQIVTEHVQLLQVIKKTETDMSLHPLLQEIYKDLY
PPARg SRC1 recr: promotes SRC-1 coactivator recruitment by human PPARgamma; P37231; PPARgamma-SRC-1 coactivator recruitment biochemical assay; activation, % at 8 µM; 200,000 compounds, 0.41% hits; in the data active = activation above about 19%;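 also: 0% = DMSO and 100% = reference agonist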
ROMK mod: modulators of human ROMK potassium channel. P48048. Tet-inducible ROMK, thallium flux fluorescence; actives lie on both sides. B-score at 10 µM. 130,000 compounds, 2% hits. AID 1918;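 active = signal ratio slope over the read window, or its plate-corrected B-score, at least 3 SD from the plate mean, either direction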;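 also: B-score of the F/F0 ratio slope over 7 to 12 s after thallium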
HMGR II inh: inhibitors of class II HMG-CoA reductase from Enterococcus faecalis | purified E. faecalis HMGR, NADPH absorbance 340 nm kinetic | 190,000 compounds, 0.41% hits | inhibition, % at 10 µM;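 active = inhibition above a set limit, the median over all tested compounds plus 3 SD, cut at about 9.5% in these data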;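 also: enzyme runs in reverse so mevalonate oxidation gives rising NADPH absorbance; 0% = complete reaction with DMSO and 100% = background rate lacking mevalonate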
SRC2 TRFRET art: counter-screen for PPARgamma SRC-2 recruitment agonists: TR-FRET artefact; stronger effect = higher value; TR-FRET ratio at 8 µM; 200,000 compounds, 0.4% hits; in the data active = TR-FRET ratio above about 2000; also: inactives centre near 1500; reference of the scale not given here
PPARg SRC2 recr: PPARgamma-driven SRC-2 recruitment agonism; activation, % at 8 µM; 200,000 compounds, 0.34% hits; PPARgamma LBD-SRC-2 recruitment, biochemical; in the data active = activation above about 22%;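 also: 0% = vehicle and 100% = reference agonist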
bIAP inh: intestinal alkaline phosphatase (bovine) inhibition; purified bovine IAP, CDP-star luminescence, 30 min; inhibition, % at 20 µM; 190,000 tested, under 10 active;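 active = over 50% inhibition of intestinal alkaline phosphatase at 20 µM in the single-dose screen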
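Incubation: 30 min reaction at room temperature / Material: purified bovine intestinal alkaline phosphatase (IAP) enzyme / Input: enzyme at 1/65,000,000 dilution / Dosing: 20 µM single dose / Signal: CDP-star luminescence signal / Reagent: CDP-star chemiluminescent phosphatase substrate, 30 µM final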
RAM inhibit: yeast RAM network inhibition | S. cerevisiae dse1pr::URA3 reporter, 5-FOA growth OD615, 2 d; analog-sensitive cbk1-as2 kinase mutant strain | inhibition, % at 50 µM | 190,000 compounds, 1.8% hits;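 active = inhibition above a set limit, 3 SD over mean compound inhibition, cut at about 8.4% in these data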;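 also: 0% = DMSO-only wells with no growth and 100% = 10 µM 1-NA-PP1 full growth; inhibition rescues growth on 5-FOA so higher OD means more RAM inhibition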
S1P3 antagonist: S1P3 (human) receptor antagonism; Q99500; AID 485; inhibition, % at 4.98 µM; CHO S1P3 NFAT-BLA reporter, FRET fluorescence, antagonist mode; 170,000 compounds, 0.27% hits;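 active = inhibition above the plate cutoff, the mean inhibition of test wells on that plate plus 3 SD, cut at about 28% in these data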;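 also: cells challenged with S1P at its EC80 of 0.8 µM; blue over green emission ratio from cleaved BLA substrate after 4 h stimulation; 0% = S1P-stimulated wells and 100% = unstimulated DMSO-only wells; some compounds past the cut are filed as inactive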
Target sequence (Q99500 whole entry, looked up): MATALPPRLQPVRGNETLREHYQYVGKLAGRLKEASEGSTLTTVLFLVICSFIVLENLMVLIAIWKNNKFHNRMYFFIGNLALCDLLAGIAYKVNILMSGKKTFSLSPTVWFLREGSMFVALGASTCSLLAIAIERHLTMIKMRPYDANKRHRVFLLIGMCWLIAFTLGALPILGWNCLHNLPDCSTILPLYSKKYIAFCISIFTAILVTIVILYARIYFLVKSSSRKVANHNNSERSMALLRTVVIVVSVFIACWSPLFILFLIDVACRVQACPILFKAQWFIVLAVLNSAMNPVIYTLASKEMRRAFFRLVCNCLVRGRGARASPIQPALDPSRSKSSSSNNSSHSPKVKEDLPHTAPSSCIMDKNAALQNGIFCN
L major viab: Leishmania major promastigote growth inhibition; inhibition, % at 10 µM; 200,000 compounds, 9% hits; Leishmania major promastigotes, resazurin fluorescence viability; in the data active = inhibition above about 50%;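 also: promastigotes grown with compound for 44 hours at 28 °C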
Redox H2O2 prof: compounds producing H2O2 with reducing agent – biochemical, NIH compound library profiling, artefact control for MLSCN library redox annotation, primary screen; DTT-dependent redox cycling H2O2, phenol red/HRP absorbance; 100% = 100 µM peroxide control, 0% = buffer; AID 878; activation, % at 10 µM; 200,000 compounds, 0.03% hits;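 active = activation of at least 50% relative to the plate's high and low controls in the primary single-dose screen; inactive = activation below 50%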;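 also: compound incubated with DTT at 0.8 mM final as the reducing agent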
* = called active by the depositor; . = no result given.

SMILES | PPARg SRC3 recr | PPARg SRC1 recr | ROMK mod | HMGR II inh | SRC2 TRFRET art | PPARg SRC2 recr | bIAP inh | RAM inhibit | S1P3 antagonist | L major viab | Redox H2O2 prof
Cc1cccc(-n2c(=O)c3c(n4cnnc24)-c2ccccc2CC32CCCCC2)c1 | -0.1 | 0.1 | . | -5.3 | 1536 | 0.6 | 0.2 | 8.0 | . | 11.8 | -3.2
CC(C)NC(=S)NN=C1c2ccccc2-c2ccccc21 | 1.6 | 12.4 | -0.615 | -7.7 | 1806 | 9.4 | 11.1 | 5.5 | -13.9 | 1.1 | 0.0
C=CCNCC#CCOc1ccc(OC)cc1 | 1.2 | -0.9 | 0.776 | -5.2 | 1592 | -1.4 | -2.0 | 2.2 | . | 98.9* | 0.3
COc1ccc(-n2nnnc2SCC(=O)c2ccc3c(c2)OCCO3)cc1 | -8.5 | -4.9 | . | -0.9 | 1185 | -1.5 | -1.1 | 6.2 | . | -4.5 | 1.6
COc1ccc(/C=C/C2=CC(C)(C)NC(=S)N2)cc1 | -0.7 | -10.1 | -0.42 | -3.8 | 1588 | -3.0 | 12.8 | -2.3 | -3.3 | 13.8 | -1.3
CN(C(=O)COC(=O)/C=C/c1cn(-c2ccccc2)nc1-c1ccc2c(c1)OCCO2)C1CCS(=O)(=O)C1 (stereo not drawn) | 3.5 | -4.2 | -0.846 | -2.1 | 1759 | 10.5 | -2.8 | 6.8 | 8.4 | 4.5 | -0.1
CC(C(=O)O)c1ccc(N2Cc3ccccc3C2=O)cc1 (stereo not drawn) | 3.1 | 9.4 | . | -1.6 | 1604 | -6.8 | 13.4 | 0.1 | -1.3 | -8.7 | 0.2
C=C1C(C(=O)Nc2cccc(OC)c2)C1C(=O)Nc1cccc(OC)c1 (stereo not drawn) | 3.4 | 0.9 | 1.04 | -0.1 | 1588 | 2.5 | -25.8 | 3.9 | -3.7 | 10.7 | 0.6
Cc1cc(C(F)(F)F)nn1Cc1n[nH]c(=S)n1-c1ccc(Cl)cc1 | 8.8 | 9.8 | 0.608 | -3.4 | 1438 | -1.4 | 8.9 | 2.9 | . | -6.0 | 0.0
CCC(C(=O)Nc1nc(C)c(C(=O)OC)s1)c1ccccc1 (stereo not drawn) | 1.1 | -1.1 | 0.00329 | -7.1 | 1451 | 1.3 | 5.9 | 0.4 | 17.4 | 23.8 | -3.5
CCc1ccc(-c2csc(NC(=O)Oc3ccccc3)n2)cc1 | 4.3 | 2.3 | . | -6.2 | 1672 | 10.1 | -10.8 | 1.5 | -6.7 | -1.1 | -0.2
COC(=O)c1c(NC(=S)NN2CCOCC2)sc2c1CCCC2 | 6.3 | 10.4 | 0.436 | 0.8 | 1683 | 1.0 | 4.8 | 3.4 | -10.2 | 2.2 | -1.8
CCOc1ccc(C(=O)CCNC(Cc2cnc[nH]2)C(=O)O)cc1 (stereo not drawn) | -0.8 | 2.8 | . | -4.2 | 1655 | 9.6 | -30.6 | -0.3 | -44.3 | -5.5 | 1.4
CCO[C@H]1OC(C(=O)N2CCCCCCC2)=C[C@@H](c2ccc(C(F)(F)F)cc2)[C@@H]1CCCO | -1.5 | 7.8 | . | -3.3 | 1494 | 1.6 | 8.4 | 2.4 | -4.9 | -8.3 | 0.4
O=Nc1c2ccc[nH]c-2c2ccc([N+](=O)[O-])cc12 | 0.2 | 4.3 | -0.304 | -0.8 | 1620 | 1.9 | -13.0 | 0.7 | -17.0 | 11.6 | -1.5
COc1cc(/C=N/N2CCN(C3c4ccccc4-c4ccccc43)CC2)cc(OC)c1OC | 3.8 | -1.8 | . | -3.2 | 1692 | 0.2 | 9.4 | 1.1 | -3.2 | 23.8 | 0.3
CCc1c(C)[nH]c2ccc(C)cc2c1=O | 9.2 | -2.8 | -0.665 | -4.2 | 1561 | -1.5 | 8.6 | -0.4 | 1.6 | 16.1 | -3.3
COc1cc(OC)cc(C(=O)NCCNC(=O)c2ccco2)c1 | -2.4 | 0.5 | 0.939 | -1.4 | 1514 | 9.7 | 7.2 | -0.6 | . | -4.0 | 0.9
COc1cc(OC)cc(C(=O)N[C@H](C(=O)Nc2ccc(S(=O)(=O)N(C)C)cc2)C(C)C)c1 | -1.1 | 7.3 | -0.0219 | -1.2 | 1662 | -0.9 | -2.8 | 3.2 | -17.6 | -2.5 | 0.8
CCn1c2ccccc2c2nnc(SCC(=O)Nc3cc(C)on3)nc21 | -8.8 | -0.5 | . | 4.2 | 1502 | 0.9 | -2.1 | 5.8 | 0.1 | 0.1 | -0.3
O=C(CNC(=O)c1ccc(Oc2ccccc2)cc1)OCc1ccc(Br)cc1 | 4.2 | 0.7 | -0.127 | 2.9 | 1554 | 3.6 | 7.0 | 5.4 | 4.4 | -4.6 | 0.0
Cc1ccc(NC(=S)N2CCCC(c3nc4ccc(C)cc4[nH]3)C2)c(C)c1 (stereo not drawn) | 2.7 | 0.8 | . | -4.5 | 1632 | 1.2 | 1.8 | 2.9 | . | 62.4* | 0.6
CCOC(=O)c1c(NC(=O)c2cccnc2)sc(C)c1C | 1.5 | -4.6 | . | 0.8 | 1533 | 4.1 | -0.7 | 2.6 | . | 6.8 | 14.8
CCCCN(CCCC)CCNC(=O)Cc1nc2c(c(=O)[nH]c(=O)n2C)n1C | 12.9 | -3.8 | 0.0334 | -3.1 | 1377 | -0.2 | -9.6 | -0.7 | -23.3 | 0.0 | 0.9
O=S(=O)(/N=C(/Nc1ccccn1)c1ccc(Cl)cc1)c1ccc(Cl)cc1 | 6.1 | 2.0 | 0.246 | 0.2 | 1555 | 0.5 | 4.1 | 3.2 | -6.4 | -3.2 | -0.3
CC(=O)Nc1ccc(NC(=O)CN(C)CC(=O)Nc2ccccc2Br)cc1 | -4.7 | -11.3 | 0.952 | 0.4 | 1443 | -8.2 | -10.5 | 0.1 | -16.8 | 3.4 | 0.2
CC1CN(C(=O)c2cccc(C(=O)N3CC(C)OC(C)C3)c2)CC(C)O1 (stereo not drawn) | -1.6 | -7.2 | . | -5.2 | 1474 | -3.0 | 11.9 | 0.0 | 8.9 | -0.3 | 3.4
COc1ccccc1NC(CC(=O)c1ccccc1)C(=O)OCC(=O)c1ccc(C)c(C)c1 (stereo not drawn) | 0.0 | 7.6 | . | 2.6 | 1469 | -8.3 | 10.3 | 6.7 | 1.2 | 17.1 | 3.1
Cc1cc(=O)n(-c2ccc(C(=O)O)cc2)[nH]1 | 7.9 | 7.7 | . | -2.5 | 1447 | 1.4 | 1.4 | 0.4 | -6.3 | -9.0 | -0.8
Cc1cc(C)nc(NS(=O)(=O)c2ccc(NC(=O)c3ccco3)cc2)n1 | 5.0 | -1.3 | -0.00736 | 1.3 | 1397 | -5.1 | 10.9 | -0.8 | 24.6 | -4.9 | 2.8
COc1cc(CCC(=O)OCC(=O)Nc2ncc(Cl)cc2Cl)cc(OC)c1OC | -1.1 | 4.0 | -1.25 | -10.6 | 1548 | 0.6 | 2.0 | -0.3 | -17.4 | -0.6 | 0.1
COc1nc(N/N=C/c2ccc(-c3cccc([N+](=O)[O-])c3)o2)nc(N2CCOCC2)n1 | 4.1 | -0.3 | . | -1.8 | 1844 | -0.7 | 11.0 | 2.4 | 2.5 | -1.8 | 0.0
Cc1cc(=O)n(C2CCS(=O)(=O)C2)[nH]1 (stereo not drawn) | 2.3 | -0.8 | 0.705 | 0.3 | 1569 | -0.9 | -5.7 | 0.2 | 4.2 | -3.7 | 0.0
CC(=O)N1CC=CC1(CC(C)C)C(=O)NCc1cc(F)cc(C(F)(F)F)c1 (stereo not drawn) | 1.1 | 1.4 | -0.774 | 1.5 | 1547 | 5.9 | 3.8 | -0.1 | -7.6 | -2.5 | 1.0
CC1CCCCN1CC(O)COCCC12CC3CC(CC(C3)C1)C2 (stereo not drawn) | -1.0 | -5.9 | 1.12 | -1.3 | 1457 | -5.7 | 4.4 | 0.9 | -13.6 | 94.3* | -1.5
CSc1nc(Cl)c(Cc2ccc(OC(C)C)cc2)c(N(C)C)n1 | -1.2 | 12.5 | . | -6.5 | 1556 | 0.6 | 9.4 | 8.9* | 1.5 | 6.6 | 0.2
Cc1nn(-c2ccccc2)c(N)c1C(O)(C(F)(F)F)C(F)(F)F | 0.6 | -5.4 | 0.106 | 1.5 | 1555 | 4.4 | . | 0.2 | -21.6 | 98.3* | 0.1
C/C(N)=C(/C#N)C(=O)CSc1nnc(Nc2ccccc2C)s1 | 0.0 | -9.8 | . | -0.8 | 1527 | -1.4 | 8.5 | 3.2 | . | 0.2 | 2.8
O=C(c1ccco1)N1CCN(C(=O)C(Sc2ccccc2)c2ccccc2)CC1 (stereo not drawn) | -3.1 | -6.2 | . | -4.4 | 1541 | 0.4 | -10.7 | -1.1 | 14.4 | 59.1* | 2.6
O=C(NCC1CCCO1)Nc1ccc(Cl)cc1 (stereo not drawn) | 1.7 | 6.0 | 0.311 | -8.4 | 1756 | 2.5 | 3.7 | 1.0 | . | -4.1 | -0.1

In another format: 2 of the compounds above.
SMILES	PPARg SRC3 recr	PPARg SRC1 recr	ROMK mod	HMGR II inh	SRC2 TRFRET art	PPARg SRC2 recr	bIAP inh	RAM inhibit	S1P3 antagonist	L major viab	Redox H2O2 prof
O=S(=O)(/N=C(/Nc1ccccn1)c1ccc(Cl)cc1)c1ccc(Cl)cc1	6.1	2.0	0.246	0.2	1555	0.5	4.1	3.2	-6.4	-3.2	-0.3
CC(=O)Nc1ccc(NC(=O)CN(C)CC(=O)Nc2ccccc2Br)cc1	-4.7	-11.3	0.952	0.4	1443	-8.2	-10.5	0.1	-16.8	3.4	0.2

Next section:
SMILES | PPARg SRC3 recr | PPARg SRC1 recr | ROMK mod | HMGR II inh | SRC2 TRFRET art | PPARg SRC2 recr | bIAP inh | RAM inhibit | S1P3 antagonist | L major viab | Redox H2O2 prof
COc1ccc(NC(=O)C2CCC(CNc3c(N4CCC(C)CC4)c(=O)c3=O)CC2)cc1OC (stereo not drawn) | -4.1 | -0.6 | . | 2.1 | 1538 | -3.7 | -205.8 | -0.7 | . | -8.3 | -2.0
CCc1ccc(N2CC34C=CC(O3)C(C(=O)OC)C4C2=O)cc1 (stereo not drawn) | 9.5 | -5.4 | . | -0.9 | 1242 | 5.8 | 5.6 | -0.3 | 1.3 | -6.5 | -0.1
Cc1nn(Cc2ccccc2)c(N)c1C#N | -0.8 | 1.1 | . | -3.5 | 1428 | 5.7 | 6.6 | 1.1 | 20.1 | -7.3 | 3.0
COc1cc(NC(=S)NCc2cccnc2)cc(OC)c1 | -1.5 | 0.1 | . | 3.4 | 1350 | -7.2 | -10.4 | 0.3 | -9.8 | 95.8* | .
Cc1cnc(C(=O)Nc2ccc(N3CCOCC3)cc2)cn1 | -1.2 | 4.4 | . | 0.0 | 1421 | 0.6 | 5.4 | 1.5 | -20.0 | -5.8 | 3.9
CC1CCCCC1NC1=NCCCS1 (stereo not drawn) | 2.1 | 5.2 | -0.137 | 0.1 | 1702 | 0.6 | 12.9 | 1.3 | -3.0 | 5.4 | -0.1
Cc1nc(N2CCOCC2)nc2c1CCC2 | 3.1 | 4.1 | -0.623 | -7.8 | 1618 | 6.5 | -8.6 | -0.4 | -8.1 | -7.7 | -1.6
